High-throughput results (PubChem BioAssay)
FLuc act counter = FLuc activators, initial screening, artefact control for FLuc-dependent activation tests, biochemical, ATPlite luminescence; ATPlite luciferase biochemical, 10 min; 0 = ATP-free wells, 1 = DMSO control; activation factor at 10 µM; Luciferin 4-monooxygenase (Photinus pyralis), P08659; 200,000 tested, under 10 active;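 active = luciferase activation factor, scaled between plate controls, of at least 2 with compound at 10 µM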
Target sequence (P08659 whole entry, looked up): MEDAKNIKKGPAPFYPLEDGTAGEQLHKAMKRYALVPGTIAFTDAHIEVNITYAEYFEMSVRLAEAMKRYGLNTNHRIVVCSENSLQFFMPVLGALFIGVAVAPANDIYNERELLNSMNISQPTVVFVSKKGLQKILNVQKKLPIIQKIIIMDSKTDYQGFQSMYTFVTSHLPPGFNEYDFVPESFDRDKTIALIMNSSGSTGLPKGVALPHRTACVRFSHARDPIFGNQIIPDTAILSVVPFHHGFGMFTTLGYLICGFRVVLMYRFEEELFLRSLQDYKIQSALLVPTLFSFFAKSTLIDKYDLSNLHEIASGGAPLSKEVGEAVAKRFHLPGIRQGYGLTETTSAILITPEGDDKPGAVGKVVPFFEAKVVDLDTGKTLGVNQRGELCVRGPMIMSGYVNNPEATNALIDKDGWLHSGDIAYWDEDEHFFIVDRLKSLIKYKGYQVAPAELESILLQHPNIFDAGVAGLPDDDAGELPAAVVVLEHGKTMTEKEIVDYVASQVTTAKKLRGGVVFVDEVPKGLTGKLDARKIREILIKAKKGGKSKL
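Assay system: Luciferase/luciferin reagent mix; Medium: PBS as buffer for the ATP substrate; Dosing: test compounds dosed from 2 mM stocks in 100% DMSO; Times: 10 min, room temperature; Signal: luminescence from luciferase reaction; Read-out: luciferase activation; Controls: No-ATP low control, compound-free enzyme-plus-ATP high control.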
STAT3 act = IL-6 driven STAT3 reporter potentiators, primary screen, U3A cells, luciferase, luminescence, MLSCN library; AID 871, 2007; activation (% of control), % at 5.6 µM; actives 0.91% (n = 190,000); IL-6 STAT3-luciferase reporter; 100% = signal with IL-6 EC80 alone;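 active = activation above the screen-wide mean of compound activation plus 3 SD, cut at about 130% in these data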;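 note: 0% = background luminescence of wells with medium and substrate only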
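system = STAT3-luciferase reporter U3A cells | reagent = IL-6 stimulus at 33 ng/mL final | timing = 1 h compound pre-exposure, 6 h IL-6 stimulation, 37 °C | measured by = luminescence | evaluation = % activation versus median of IL-6-stimulated wells | control set = IL-6-only wells as 100% reference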
FLuc inhib CS = firefly luciferase enzyme inhibitors, primary screen, artefact control for luciferase-based inhibitor screens, biochemical, luminescence, ATPLite; actives 1.5% (n = 200,000); Luciferin 4-monooxygenase (Photinus pyralis), P08659; 10 min; inhibition, % at 10 µM;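 active = inhibition above about 50% when tested at 10 µM, limit read from the data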
ROMK primary = ROMK potassium channel modulators, primary screen, cell-based, thallium flux, MLSMR library. ATP-sensitive inward rectifier potassium channel 1 (Homo sapiens), P48048. Tet-inducible ROMK, thallium flux fluorescence; actives lie on both sides. B-score at 10 µM. actives 2% (n = 130,000). AID 1918, 2009;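 active = signal ratio slope over the read window, or its plate-corrected B-score, at least 3 SD from the plate mean, either direction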;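 note: B-score of the F/F0 ratio slope over 7 to 12 s after thallium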
Target sequence (P48048 whole entry, looked up): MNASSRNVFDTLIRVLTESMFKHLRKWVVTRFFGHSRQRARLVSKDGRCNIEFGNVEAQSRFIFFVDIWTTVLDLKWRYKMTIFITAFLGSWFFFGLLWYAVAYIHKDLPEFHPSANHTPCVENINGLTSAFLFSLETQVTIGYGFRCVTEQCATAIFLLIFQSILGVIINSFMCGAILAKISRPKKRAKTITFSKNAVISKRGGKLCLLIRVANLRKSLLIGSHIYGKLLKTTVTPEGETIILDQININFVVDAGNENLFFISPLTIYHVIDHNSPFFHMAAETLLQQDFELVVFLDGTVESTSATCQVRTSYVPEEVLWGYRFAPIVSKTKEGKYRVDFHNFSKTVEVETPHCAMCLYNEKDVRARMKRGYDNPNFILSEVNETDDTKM
APP 5UTR inh = inhibitors of APP translation via 5'UTR reporter, primary screen, APP 5'UTR luciferase, SH-SY5Y cells | inhibition, % at 2 µM | SH-SY5Y APP 5'UTR-luciferase reporter, luminescence | AID 1285, 2008 | actives 0.82% (n = 190,000);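 active = inhibition above a set limit, derived from the sample mean plus 3 SD, cut at about 45% in these data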; note: values of inactives mirror those of a sister screen read the other way
NF-kB neuron act = activators of NF-kB expression in neurons, primary screen, cell-based, HTS | fold change at 12.5 µM | human neuronal cells, NF-kB reporter expression; hits give high values | actives 1.6% (n = 190,000); in the data active = fold change above about 3.3
STAT1 activator = STAT1 signaling activators, primary screen, cell-based, HTS, luciferase reporter; NIH 3T3 STAT1-luciferase reporter, IFN-gamma, luminescence; 100% = IFN-gamma alone, no compound; activation (% of control), % at 5.5 µM; actives 2.6% (n = 200,000); AID 932, 2007;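 active = activation above the screen-wide mean activation plus 3 SD, cut at about 130% in these data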;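 note: raw ratio to IFN-gamma control signal so 100% means no change and 0% no light; values of inactives mirror those of a sister screen read the other way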
STAT1 blocker = STAT1 signaling inhibitors, primary screen, cell-based, HTS, luciferase reporter; NIH 3T3 STAT1-luciferase reporter, IFN-gamma, luminescence; inhibition, % at 5.5 µM; actives 0.35% (n = 200,000); AID 920, 2007;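 active = inhibition above a set limit, the mean inhibition across all tested compounds plus 3 SD, cut at about 34% in these data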;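 note: 0% = IFN-gamma with DMSO and 100% = IFN-gamma with 300 µM nifuroxazide; values of inactives mirror those of a sister screen read the other way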
APP 5'UTR act = activators of APP 5'UTR luciferase reporter, primary screen, SH-SY5Y cells. SH-SY5Y APP 5'UTR luciferase reporter, luminescence; zero percent = DMSO vehicle wells. activation, % at 2 µM. actives 1% (n = 190,000). AID 1276, 2008;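 active = activation above a set limit, based on mean plus 3 SD of controls, cut at about 140% in these data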; note: values of inactives mirror those of a sister screen read the other way
STAT3 inh = IL-6 driven STAT3 reporter inhibitors, primary screen, U3A cells, luciferase, luminescence, MLSCN library; IL-6 STAT3-luciferase reporter; host cell line lacks STAT1; inhibition, % at 5.5 µM; actives 0.89% (n = 190,000);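 active = inhibition above the mean inhibition across all screened compounds plus 3 SD, cut at about 44% in these data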;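 note: 0% = DMSO only wells and 100% = 100 µM nifuroxazide control wells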
* hit, by the source's call; · = not tested or not shown.

SMILES	FLuc act counter	STAT3 act	FLuc inhib CS	ROMK primary	APP 5UTR inh	NF-kB neuron act	STAT1 activator	STAT1 blocker	APP 5'UTR act	STAT3 inh
O=C(Nc1ccccc1)Nc1cccn(Cc2c(F)cccc2Cl)c1=O	1	101	1	0.87	-54	2.2	112	-15	54	6
CCCCc1nc2ccccc2n1Cc1nnc2n1-c1ccccc1SC2	1.1	101	-8	0	2	0.65	96	5	-2	6
O=C(N/N=C/c1ccco1)c1ccc(NC(=O)c2ccccc2Cl)cc1	1.1	97	-6	-1.2	-1	1.4	94	4	1	6
O=C(CNc1cccc([N+](=O)[O-])c1)N/N=C/c1ccc([N+](=O)[O-])o1	1	74	-5	-0.2	10	1.1	85	15	-10	37
CC(C)C[C@H](NC(=O)NCc1ccc(Cl)cc1)C(=O)O	1	99	-3	·	-10	1.1	108	-7	10	6
COc1ccccc1-c1nnc(SCC(=O)c2ccc(C3CCCCC3)cc2)n1Cc1ccco1	1.1	125	-9	·	-5	0.4	97	3	5	-25
CC1CC(C)CN(CCCNC(=O)c2ccc(CS(=O)(=O)Cc3ccccc3F)o2)C1 (stereo unspecified)	1.1	98	-6	-0.35	5	1.3	111	-12	-5	7
COc1cc(-c2nnc(SCC(=O)N3c4ccccc4Sc4ccccc43)o2)cc(OC)c1OC	1	96	1	·	-20	0.39	85	4	20	7
O=C(CCc1cnccn1)NC1CCCc2c1cnn2-c1ccc(F)cc1F (stereo unspecified)	1	106	-1	-1.3	10	0.87	104	-5	-10	-7
CCN(CC)CCCN(Cc1cc2cc(OC)ccc2[nH]c1=O)C(=O)Nc1ccc(F)cc1	1	98	-1	-0.037	2	0.54	97	-1	-2	3
CC(=O)NC1C(Oc2ccccc2C)OC2COC(c3ccco3)OC2C1O (stereo unspecified)	1	106	-1	·	-2	0.88	111	-12	2	-1
COc1ccccc1N1C(N)=NC(N)=NC1(C)C	1.1	98	-6	-0.096	-4	0.97	99	1	4	5
COc1c(Cl)cnn(-c2ccccc2)c1=O	1.2	107	-20	·	10	1.1	100	-1	-10	-10
CC1SCC(=O)N(CC(=O)Nc2ccc3c(c2)OCO3)C1=O (stereo unspecified)	1.1	103	-7	0.43	-2	0.85	109	-10	2	-5
COc1cc2c(cc1OC)CN(C(=O)NS(=O)(=O)c1ccc(C)cc1)CC2	1	107	2	-0.46	12	1.5	94	7	-12	-5
O=C(Nc1ccc2oc(=O)ccc2c1)c1cc2ccccc2o1	0.7	94	28	0.16	-96	2.4	148*	-65	96	10
Cc1ccc(-c2nnc(N3CCCCC3)c3ccccc23)cc1S(=O)(=O)NCC1CCCO1 (stereo unspecified)	1	98	-1	·	8	1.2	85	17	-8	3
O=C(c1nnc(-c2ccncc2)o1)c1ccccc1Cl	1	101	0	·	-7	1.2	103	-3	7	5
Cc1nc2cc(C(=O)OCC(=O)N(CC(C)C)C3CCS(=O)(=O)C3)ccc2n1-c1ccccc1 (stereo unspecified)	1.1	95	-7	·	-11	1.1	103	-4	11	8
N#CC1=C(N)N(c2ncn[nH]2)C2=C(C(=O)CCC2)C1c1ccc(F)cc1 (stereo unspecified)	1	106	-3	·	-9	0.88	104	-5	9	-4

Random excerpt: three entries already listed
SMILES	FLuc act counter	STAT3 act	FLuc inhib CS	ROMK primary	APP 5UTR inh	NF-kB neuron act	STAT1 activator	STAT1 blocker	APP 5'UTR act	STAT3 inh
CC1CC(C)CN(CCCNC(=O)c2ccc(CS(=O)(=O)Cc3ccccc3F)o2)C1 (stereo unspecified)	1.1	98	-6	-0.35	5	1.3	111	-12	-5	7
O=C(CCc1cnccn1)NC1CCCc2c1cnn2-c1ccc(F)cc1F (stereo unspecified)	1	106	-1	-1.3	10	0.87	104	-5	-10	-7
O=C(Nc1ccc2oc(=O)ccc2c1)c1cc2ccccc2o1	0.7	94	28	0.16	-96	2.4	148*	-65	96	10

Continued:
SMILES	FLuc act counter	STAT3 act	FLuc inhib CS	ROMK primary	APP 5UTR inh	NF-kB neuron act	STAT1 activator	STAT1 blocker	APP 5'UTR act	STAT3 inh
CCCCn1c(C(C)NC(=O)CC)nc2ccccc21 (stereo unspecified)	1.1	96	-8	·	6	1	96	4	-6	13
CN(C)CC(C)(C)CNC(=O)c1cc(=O)c2ccccc2o1	1	97	-4	0.099	·	1.1	103	-3	·	2
CN1C(=O)c2ccc(S(=O)(=O)c3ccc(C(=O)O)cc3)cc2C1=O	1.1	104	-6	0.46	-13	1	105	-5	13	-2
O=C(N/N=C/c1cc([N+](=O)[O-])ccc1O)c1cc(-c2ccccc2)nc2ccccc12	0.9	100	12	·	30	0.85	97	3	-30	-5
Cc1ccc(S(=O)(=O)NC(C(=O)OCC(=O)NC(=O)c2cccn2C)C(C)C)cc1 (stereo unspecified)	1.1	102	-10	1.5	7	1.2	91	8	-7	2
Cc1cc(C)nc(Sc2ccc([N+](=O)[O-])cc2[N+](=O)[O-])n1	1.1	101	-6	0.23	-11	2.1	106	-6	11	-3
COc1ccccc1/C=C/CN1CCCC(CCC(=O)NCc2ccccc2F)C1 (stereo unspecified)	1.1	111	-6	-1.9	3	0.93	100	-1	-3	-8
Cc1cc(O)c(NC(=O)c2cc([N+](=O)[O-])ccc2Cl)cc1C	1	134*	3	-0.12	11	1.5	106	-8	-11	-40
CC(C)OC(=O)CN1C(=O)c2ccccc2C1=O	1.1	89	-9	-0.94	-8	0.88	103	-1	8	18
COc1ccc(/C=C/C(=O)NCC(=O)N/N=C/c2cccnc2)cc1	1	88	0	-0.066	10	1	102	-3	-10	24
Cc1ccc(S(=O)(=O)ON2C(=O)c3ccccc3C2=O)c(C)c1	1	98	-2	0.19	56*	0.97	90	11	-56	5
Cc1ccc(Nc2nc(CSc3nnnn3-c3ccccc3)cs2)cc1	1	98	-5	·	-1	0.77	100	0	1	9
COc1ccc(-c2cccc(C(=O)Nc3ccccc3C)c2)cc1	1	92	0	·	10	0.92	106	-7	-10	5
CN(CCC#N)C(=O)CSc1nnc(-c2ccco2)n1N	1.1	101	-10	2.1	-3	1.1	90	11	3	5
Fc1ccc(NC(=S)N2CCn3cccc3C2c2cccnc2)cc1 (stereo unspecified)	1.1	96	-6	-0.62	-18	0.97	101	-1	18	12
O=C(C1CC1)N1CCN=C1SCc1cccc(F)c1	1	93	-4	·	-1	1.3	109	-9	1	8
CCCCOc1ccccc1NC(=O)CC1SC(=NCC)N(CC)C1=O (stereo unspecified)	1.1	92	-7	·	2	1.1	93	7	-2	16
Cc1nccn1CC(O)Cn1c2ccccc2c2ccccc21 (stereo unspecified)	1	98	-3	-1.1	5	0.96	94	6	-5	5
Cn1c(=O)c2ncn(CC(=O)NCCOc3ccccc3)c2n(C)c1=O	1	91	-4	·	-11	1.2	103	-3	11	14
O=C(CC1C(=O)N(c2ccc(Cl)cc2)C(=S)N1CCc1ccncc1)Nc1ccc(F)cc1 (stereo unspecified)	1.1	94	-6	-0.0075	8	0.72	98	3	-8	13
COc1ccc2sc(NC(=O)c3ccco3)nc2c1	0.1	34	88*	·	-131	2.5	66	38*	131	84*
FC(F)(F)c1cc(C(F)(F)F)c2ccc(N3CCN(c4ccc(Cl)cc4)CC3)nc2n1	1.1	93	-10	·	-17	1.2	98	2	17	14
COc1ccc(CCNC(=O)CSc2nc(C)cs2)cc1	1	84	-1	·	-22	1.2	88	13	22	18
Cc1cccc(N2C(=N)SCC2=O)c1C	0.6	98	39	-0.6	-6	1.6	105	-6	6	0
COc1ccc(C2NC(=O)NC3=C2CCc2ccccc23)cc1 (stereo unspecified)	1	124	-2	-0.078	-5	1	98	3	5	-24
CC(=O)Nc1ccccc1/C=C/c1ccc2c(C)cc(C)c(O)c2n1	1	101	-3	0.02	-8	0.91	97	4	8	1
CC(=O)c1cc2c(cc1NC(=O)C1CC=CCC1C(=O)O)OCO2 (stereo unspecified)	1	92	-4	·	-1	1.1	100	0	1	12
Cc1ccc(-n2nc(C)c3c2OC(N)=C(C#N)C3c2cccs2)cc1 (stereo unspecified)	1	142*	-1	0.41	-2	0.88	90	11	2	-42
COc1ccc(C2c3c(ccc4ccccc34)Oc3ncn4nc(CO/N=C/c5ccccc5)nc4c32)cc1 (stereo unspecified)	1.1	99	-8	1.3	-6	0.65	101	-1	6	7
COc1ccc(NC(=O)c2ccco2)cc1NC(=O)c1cccc(OC(C)C)c1	0.9	94	10	-0.5	8	0.53	105	-6	-8	12
Cc1cc(C)n(CC(=O)n2c(C)c(C)c3ccccc32)n1	1.1	90	-8	·	-1	0.93	100	0	1	15
Cc1ccccc1OCc1nnc(SCC(=O)NCc2ccccc2)n1C	1.1	102	-8	·	10	0.98	101	-1	-10	2
CCN1CCN(CCCNC(=O)C2c3ccccc3C(=O)N(C)C2c2ccc(OC)cc2)CC1 (stereo unspecified)	1.1	101	-8	1.3	-6	1.1	97	4	6	-1
C#CCOCCOCCOCCNc1nc(N2CCN(C(=O)[C@H](Cc3ccc(O)cc3)n3cc(CCO)nn3)CC2)nc(N2CCN(C(=O)[C@H](Cc3ccc(O)cc3)n3cc(CCO)nn3)CC2)n1	1	98	-5	-0.033	0	1.2	106	-7	0	0
CC(NC(=O)c1ccc2c(c1)OCCO2)c1ccc(S(N)(=O)=O)cc1 (stereo unspecified)	1.1	95	-5	0.41	-1	1.1	95	5	1	8
CC(=O)Cc1nsc(NC(=O)c2ccc(Cl)cc2Cl)n1	1	96	-5	0.34	-25	1.4	102	-3	25	7
Cc1cc(C)cc(NC2=NCC(=O)N2Cc2ccccc2)c1	1.1	121	-8	-1.6	3	0.88	100	0	-3	-25
Cc1nc2ccccc2n1C1CC(=O)N(N(C)C)C1=O (stereo unspecified)	1.1	105	-10	·	-17	1.2	93	8	17	-5
CCc1nnc(NC(=O)CSc2nnc(-c3ccco3)n2C)s1	1	95	-4	·	-13	1.2	101	-1	13	12
Cc1ccc(/C=C(\C#N)C(=O)Nc2cccc3ncccc23)o1	1	91	1	-0.96	-9	1	97	3	9	10
Cn1cccc1/C=C1\CC(C(C)(C)C)C/C(=C\c2cccn2C)C1=O (stereo unspecified)	1	91	0	-3.6*	4	0.71	102	-2	-4	14
O=C(Cc1ccccc1)Nc1cc([N+](=O)[O-])ccc1N1CCOCC1	1.1	102	-8	-0.24	13	0.86	94	4	-13	2
Cc1ccc(Nc2nc(N)nc(CN3CCc4ccccc4C3)n2)cc1	1.1	110	-10	·	1	0.9	99	1	-1	-7
